# Screening data as filed in PubChem BioAssay.
# OX1R antag: human HCRTR1 antagonism | CHO/OX1R cells, Fluo-8 calcium fluorescence, orexin A | inhibition, % at 5 µM | hit rate 0.43% among 330,000;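 active = inhibition above its plate's threshold, mean inhibition of all tested compounds on the plate plus 3 SD, cut at about 37% in these data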;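 note: 0% = orexin A challenge wells and 100% = SB-334867-A antagonist wells; not every result past the cut was called active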
# Target sequence (O43613 whole entry, looked up): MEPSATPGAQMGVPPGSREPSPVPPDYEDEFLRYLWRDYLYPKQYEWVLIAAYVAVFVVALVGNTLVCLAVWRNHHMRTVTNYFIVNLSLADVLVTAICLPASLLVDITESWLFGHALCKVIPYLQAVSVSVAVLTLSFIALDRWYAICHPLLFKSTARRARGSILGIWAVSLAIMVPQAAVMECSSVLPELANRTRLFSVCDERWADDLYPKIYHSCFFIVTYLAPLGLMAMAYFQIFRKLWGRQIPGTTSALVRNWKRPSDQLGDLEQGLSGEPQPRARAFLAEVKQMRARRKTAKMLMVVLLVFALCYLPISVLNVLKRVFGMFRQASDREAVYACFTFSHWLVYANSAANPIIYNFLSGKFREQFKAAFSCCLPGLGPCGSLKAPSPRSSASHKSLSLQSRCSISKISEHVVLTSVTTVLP
# CHT PAM: allosterically activates the human high affinity choline transporter. Q9GZV3. CHT-expressing cells, membrane potential dye, choline EC20; hits give high values; LV-AA mutant CHT in HEK293 cells. B-score at 10 µM. hit rate 0.49% among 310,000;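 active = initial fluorescence not abnormally high and integrated response B-score, plate-corrected, over 3 SD above library mean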
# Target sequence (Q9GZV3 whole entry, looked up): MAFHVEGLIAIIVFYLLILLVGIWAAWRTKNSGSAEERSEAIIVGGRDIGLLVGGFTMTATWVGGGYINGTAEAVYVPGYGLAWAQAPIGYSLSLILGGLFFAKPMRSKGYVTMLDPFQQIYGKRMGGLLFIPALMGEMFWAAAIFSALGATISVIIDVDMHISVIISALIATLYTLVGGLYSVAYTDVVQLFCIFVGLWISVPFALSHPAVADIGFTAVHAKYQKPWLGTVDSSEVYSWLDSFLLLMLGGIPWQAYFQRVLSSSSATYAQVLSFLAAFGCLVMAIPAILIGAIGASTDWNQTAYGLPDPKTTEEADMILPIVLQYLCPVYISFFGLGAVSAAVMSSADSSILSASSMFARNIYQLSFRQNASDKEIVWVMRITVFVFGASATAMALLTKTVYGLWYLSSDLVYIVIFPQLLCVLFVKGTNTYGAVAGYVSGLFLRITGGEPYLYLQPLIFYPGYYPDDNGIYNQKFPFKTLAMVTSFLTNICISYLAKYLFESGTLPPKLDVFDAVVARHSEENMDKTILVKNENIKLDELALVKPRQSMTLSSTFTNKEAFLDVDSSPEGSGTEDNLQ
# * = called active by the depositor; i = inactive; nt = no result given.
SMILES,OX1R antag,CHT PAM
CCOc1ccc2oc(C(=O)OCC(=O)NC(=O)NC)c(C)c2c1,-2,i
Cc1ccccc1C(=O)c1c[nH]c(C(=O)NCc2cccs2)c1,-28,i
CCCC(=O)Nc1nnc(-c2ccc(Cl)s2)o1,-23,i
CCCc1cc(=O)[nH]c(SCC(=O)Nc2cccc(S(=O)(=O)N3CCCCC3)c2)n1,-25,nt
CCN(CC)CCCN(C(=O)c1ccco1)c1nc(-c2ccc(Cl)cc2)cs1,-9,i
O=C(CCc1ccccc1)N1CCN(c2ccc(F)cc2)CC1,-21,i
O=C(CNC(=O)c1cccs1)NCC(=O)OCc1ccccc1Br,-6,i
Cc1ccc(NC(=O)CN2C(=O)NC3(CCCCCCC3)C2=O)cc1C,-7,nt
O=C(O)c1ccccc1N1C(=O)c2cccc3cccc(c23)C1=O,-13,i
Cc1ccc(NC(=O)CCl)c(C)c1,-5,i

# By substructure: the compounds so far with an NH in an aromatic ring (two)
SMILES,OX1R antag,CHT PAM
Cc1ccccc1C(=O)c1c[nH]c(C(=O)NCc2cccs2)c1,-28,i
CCCc1cc(=O)[nH]c(SCC(=O)Nc2cccc(S(=O)(=O)N3CCCCC3)c2)n1,-25,nt

# (more compounds)
SMILES,OX1R antag,CHT PAM
Cc1ccc(S(=O)(=O)N2CCN(C(=O)COC(=O)Cc3ccc(Cl)cc3)CC2)c(C)c1,4,nt
CC1CCCC(NC(=S)NC(=O)c2ccco2)C1C (stereo not given),-10,nt
CCOc1ccc(N=Nc2cc(C(C)C)ccc2O)cc1,-13,i
O=C(CSc1nccn(-c2ccc(Br)cc2)c1=O)Nc1ccccc1F,2,i
CC(=O)N1CCc2c(sc(NC(=O)CS(=O)(=O)c3ccc(F)cc3)c2C(N)=O)C1,2,i
C/C(=N/NC(=O)CNC(=O)c1ccco1)c1ccc(Cl)cc1,2,i
CN(CCO)c1ncnc2nc[nH]c12,-6,i
Cc1ccc(NS(=O)(=O)c2ccc3c(c2)n(C)c(=O)c(=O)n3C)c(C)c1,-21,i
CC(C)c1ccccc1NC(=O)COC(=O)c1cc(=O)[nH]c(=O)[nH]1,7,i
Cc1cccc(N2CC(C(=O)Nc3ccc4c(c3)OCO4)CC2=O)c1C (stereo not given),-20,i
CC(C)N1C(=O)CCC1C(=O)N1CCCc2ccccc21 (stereo not given),-6,i
Cc1cc(=O)oc2c(C)c(OCC(=O)N3CCN(c4ccccc4)CC3)ccc12,-17,i
O=C1CC(SCc2nc3ccccc3[nH]2)C(=O)N1c1cccc(F)c1 (stereo not given),13,i
O=[N+]([O-])c1cccc(-n2cc3ccc([N+](=O)[O-])cc3n2)c1,-11,nt
CCn1c(SCC(=O)Nc2ccc3c(c2)OCO3)nc2ccccc21,-20,i
CC(=O)c1c(C)[nH]c(C(=O)OCC(=O)NCc2ccc3c(c2)OCO3)c1C,-4,nt
COc1ccc(-c2cc(C(=O)N/N=C/c3cccnc3)c3ccccc3n2)cc1,nt,i
Cc1cc(C(=O)NCC(c2ccco2)N(C)C)ccc1[N+](=O)[O-] (stereo not given),-3,i
O=c1cc(-c2ccccc2[N+](=O)[O-])oc2ccccc12,-7,i
COc1cccc(-n2c(Cc3cc(=O)[nH]c(=O)[nH]3)nnc2SCC(=O)N2CCCCC2)c1,10,i
O=c1[nH]c2ccccc2n1CCCSCCCn1c(=O)[nH]c2ccccc21,-5,i
CCN=C(NCC)SC1CC(=O)N(CCc2ccccc2)C1=O (stereo not given),-15,i
O=C(C(=O)N1CCCc2ccccc21)c1c[nH]c2ccccc12,-8,i
COc1ccccc1C(CNC(=O)c1cccc(S(=O)(=O)Nc2ccc(C)cc2)c1)N(C)C (stereo not given),-14,i
O=C(Nc1cc(-c2nc3ncccc3o2)ccc1Cl)c1cccs1,-33,i
Cc1cc(NC(=O)CN2CC(C)OC(C)C2)n(-c2nc3ccccc3s2)n1 (stereo not given),-27,i
COc1ccc(Sc2ccc(/C=C3\C(=O)NN(c4ccccc4)C3=O)o2)cc1,5,i
COc1ccc(C(=O)NNC(=O)C(=O)NC(C)c2ccccc2)cc1OC (stereo not given),-14,i
COc1c(C)cc(C(=O)C2CCCN(S(=O)(=O)c3c(C)noc3C)C2)cc1C (stereo not given),8,i
Cc1nc(CCNC(=O)CC2C(=O)NCCN2Cc2ccccc2)nc2c1CCC2 (stereo not given),nt,i

# Nothing new here: entries from further up.
SMILES,OX1R antag,CHT PAM
O=c1[nH]c2ccccc2n1CCCSCCCn1c(=O)[nH]c2ccccc21,-5,i
CCN=C(NCC)SC1CC(=O)N(CCc2ccccc2)C1=O (stereo not given),-15,i
O=C(C(=O)N1CCCc2ccccc21)c1c[nH]c2ccccc12,-8,i

# New compounds follow
SMILES,OX1R antag,CHT PAM
Fc1nc(F)c(F)c(NCCCNc2c(F)c(F)nc(F)c2F)c1F,9,i
CN(C(=O)COC(=O)/C=C/c1ccc2ccccc2n1)C1CCS(=O)(=O)C1 (stereo not given),-7,i
CC(C)C(c1nnnn1Cc1ccccc1)N1CCN(Cc2ccc3c(c2)OCO3)CC1 (stereo not given),-42,i
COC(=O)c1cc(NC(=O)C2(S(=O)(=O)c3ccc(C)cc3)CC2)cc(C(=O)OC)c1,-24,i
COc1ccc(-n2nnnc2SCC(N)=O)cc1,-10,i
O=C1c2ccccc2C(=O)N1CSc1nnnn1-c1ccccc1,-8,i
Cc1cc(C)nc(NS(=O)(=O)c2ccc(NC(=O)c3cc4c(=O)n5cccc(C)c5nc4n3C)cc2)n1,-18,i
CCc1ccc(NC(=S)N(Cc2cccc(Br)c2)CC2CCC(C(=O)O)CC2)cc1 (stereo not given),-9,i
CC(=O)c1cccc(NC(=O)c2oc(C)nc2C)c1,13,i
CSc1ccc(CN2CCN(C(=O)c3ccc([N+](=O)[O-])cc3)CC2)cc1,-13,i
COc1ccc(CC(=S)NCCc2ccccc2)cc1,-12,i
O=C(O)C1CCCCC1C(=O)NCCCCc1ccccc1 (stereo not given),-17,i
O=C(c1cc(COc2cccc(C(F)(F)F)c2)on1)N1CCC(Oc2cccnc2)CC1,11,i
Cc1ccc(S(=O)(=O)N(C(=O)c2ccco2)c2cc3sc(=O)oc3c3ccccc23)cc1,62*,i
COc1ccc(CN2CCN(Cc3cn(C)nc3-c3ccccc3)CC2CCO)c(C)c1C (stereo not given),-27,i
CCOC(=O)C1=C(COC(=O)CCc2ccccc2)NC(=O)NC1C (stereo not given),-17,nt
O=C(NCCc1ccccc1)C(=O)c1cn(CC(=O)N2CCCC2)c2ccccc12,-38,i
Cc1c(Cl)cccc1NC(=S)NC1CCN(Cc2ccccc2)CC1,-20,i
Cc1cc(Br)cc(C)c1OCC(=O)NNC(=O)c1cccs1,-10,i
Cc1ccc(Cn2nnnc2CN2CCC(NC(=O)C(C)(C)C)CC2)cc1,-25,i

# Seven entries out of the list above, sorted by their value in OX1R antag, descending.
structure | OX1R antag
Cc1ccc(S(=O)(=O)N(C(=O)c2ccco2)c2cc3sc(=O)oc3c3ccccc23)cc1 | 62*
O=C(c1cc(COc2cccc(C(F)(F)F)c2)on1)N1CCC(Oc2cccnc2)CC1 | 11
Cc1cc(Br)cc(C)c1OCC(=O)NNC(=O)c1cccs1 | -10
CCOC(=O)C1=C(COC(=O)CCc2ccccc2)NC(=O)NC1C (stereo not given) | -17
Cc1c(Cl)cccc1NC(=S)NC1CCN(Cc2ccccc2)CC1 | -20
Cc1ccc(Cn2nnnc2CN2CCC(NC(=O)C(C)(C)C)CC2)cc1 | -25
COc1ccc(CN2CCN(Cc3cn(C)nc3-c3ccccc3)CC2CCO)c(C)c1C (stereo not given) | -27

# Continued.
SMILES,OX1R antag,CHT PAM
CC(C)(C)N=C1NN=C(c2cc3ccccc3o2)CS1,-20,i
CN1C(=S)SC(N2OC3C(=O)N(c4ccccc4)C(=O)C3C2c2ccccc2)C1(C)C (stereo not given),-36,i
Cc1noc(C)c1COc1ccccc1C(=O)N(C)CC(=O)Nc1ccc(F)c(F)c1F,-31,nt
COc1ccc(-c2nc(NC(=O)C3CC(=O)N(Cc4ccco4)C3)sc2C)cc1 (stereo not given),-7,nt
COc1ccc(S(=O)(=O)N2CCN(C(=O)C3COc4ccccc4O3)CC2)cc1 (stereo not given),1,nt
CCC(=O)Nc1nc(C)c(Oc2ccccc2)c(=O)[nH]1,-16,i
CNS(=O)(=O)c1cccc(C(=O)OCC(=O)NC2CCCC2)c1,-15,i
Cc1ccc(C(=O)N2CCCC(C(F)(F)F)C2)cc1S(=O)(=O)N1CCOCC1 (stereo not given),-9,nt
CC(C)(C)OC(=O)N1CCCN(C(=O)Nc2cccc(Cl)c2)CC1,-3,i
COc1cc(OC)cc(-c2cc3ccc(OC)cc3cn2)c1,-37,nt

# Profiles, looked up by structure. Order of values: OX1R antag, CHT PAM
# COc1cc(OC)cc(-c2cc3ccc(OC)cc3cn2)c1 is listed as -37, nt
# COc1ccc(S(=O)(=O)N2CCN(C(=O)C3COc4ccccc4O3)CC2)cc1 (stereo not given) is listed as 1, nt
# Cc1ccc(C(=O)N2CCCC(C(F)(F)F)C2)cc1S(=O)(=O)N1CCOCC1 (stereo not given) is listed as -9, nt

# Later entries.
SMILES,OX1R antag,CHT PAM
CCOc1ccc(NC(=O)NCC2CCN(Cc3ccc(F)cc3)CC2)cc1,-27,i
C=CCOc1c(CNc2ccc3[nH]c(=O)[nH]c3c2)cccc1OC,-4,i
CN(C)S(=O)(=O)c1cccc(NC(=O)CNC2CCCCC2)c1,-31,i
CC(=O)NS(=O)(=O)c1ccc(NC(=O)C(C)NS(=O)(=O)/C=C/c2ccccc2)cc1 (stereo not given),-3,nt
CCCCN(C(=O)c1oc2ccc(OCC)cc2c1C)c1c(N)n(CC(C)C)c(=O)[nH]c1=O,-42,i
COc1ccc(C2CC(=O)C3=C(C2)NC(C)=C(C(=O)Nc2ccccc2C)C3c2coc3ccc(C)cc3c2=O)cc1OC (stereo not given),9,i
C#CCOCCOCCOCCNc1nc(N2CCN(C(=O)[C@H](CCC(=O)O)n3cc(C(N)[C@H](C)CC)nn3)CC2)nc(N2CCN(C(=O)[C@H](Cc3cc4ccccc4[nH]3)n3cc(C(N)[C@H](C)CC)nn3)CC2)n1 (stereo not given in full),-1,i
Cc1ccc(S(=O)(=O)N2CCOCC2)cc1C(=O)NCc1ccccc1CN1CCCC1,-24,nt
CCN(CC#CCC1(O)c2ccccc2-c2ccccc21)C(C)C,-24,i
CSCCC(NS(=O)(=O)c1ccccc1)C(=O)OCc1nc2ccsc2c(=O)[nH]1 (stereo not given),-11,i
Cc1ccc(C(=O)Nn2cnnc2)cc1Cl,4,i
Cc1ccc(-n2ncc3c(=O)n(CC(=O)N4CCN(c5ccccc5)CC4)cnc32)cc1,-13,i
CCOC(=O)c1cnc2ccc(Br)cc2c1NCCO,-15,i
COc1ccccc1OCC(=O)NCc1nc(-c2ccccc2)no1,-9,i
CCC(=O)NC(Nc1nc2ccc(C)cc2s1)(C(=O)OC)C(F)(F)F (stereo not given),-10,i
Cc1ccc([N+](=O)[O-])cc1N=C(c1cccc([N+](=O)[O-])c1)N1CCOCC1,-12,i
COc1ccc(CNC(=S)Nc2cccc(C)c2)cc1,-11,i
O=C(Nc1cccc(Cl)c1)c1nc[nH]c1C(=O)N1CCc2ccccc2C1,-18,nt
COC(=O)C1=C(C)NC(C)=C(C(=O)OCCN(C)Cc2ccccc2)C1c1cccc([N+](=O)[O-])c1 (stereo not given),-43,i
CC(=O)c1oc2ccccc2c1NC(=O)CCCN1C(=O)c2ccccc2C1=O,-15,i
CC1(C)C2CC[C@]3(C)C(CC=C4[C@@H]5C[C@@](C)(CO)[C@@H]6C[C@@]5(CC[C@]43C)C(=O)O6)[C@@]2(C)CC[C@@H]1O (stereo not given in full),3,i
COC(=O)Cn1c(=NC(=O)CSCC(=O)Nc2cc(C)on2)sc2ccccc21,-7,i
COc1ccc(CCNC(=O)C2CCCN(S(=O)(=O)N3CC(C)CC(C)C3)C2)cc1OC (stereo not given),-31,i
CCc1ccc(S(=O)(=O)NCc2cccnc2)cc1,-6,i
CCS(=O)(=O)N1CCN(C(=O)c2cccc(OC)c2)CC1,14,i
CCOCC(=O)N1CCC(Cc2ccccc2)CC1,-15,i
CCc1ccc(N2CC(C(=O)OCc3csc(CC(=O)Nc4ccccc4C)n3)CC2=O)cc1 (stereo not given),-34,nt
COc1ccc(/C=C2/C(=O)N=C3SCCN32)cc1,-27,i
COc1cc(OC)nc(Oc2ccccc2C(=O)Oc2ccc(Cl)cc2)n1,25,i
COc1cc(Cl)c(CNC[C@H]2O[C@@H](n3cnc4c(N)ncnc43)[C@H](O)[C@@H]2O)c(Cl)c1O,-12,nt
CCCc1nc(SC2CCCC2)c2c(=O)n(C)c(=O)n(C)c2n1,-24,i
CCOC(=O)C(C)c1n[nH]c(=O)c2ccccc12 (stereo not given),4,i
COCCCNC(=O)CN1C(=O)CSc2ncccc21,2,i
CCOc1c(Br)cc(CNc2ccc(N3CCOCC3)cc2)cc1OC,-15,i
CC(C)=C1C2CC2C2C(C(=O)O)C12 (stereo not given),2,i
CC(C(=O)OCC(=O)NC1CCCC1)N1C(=O)c2ccccc2C1=O (stereo not given),-20,nt
CC(=O)Nc1ccccc1C(=O)C(=O)Nc1cccc(C(=O)NC2CC2)c1,3,i
O=C(CN1CCC(NC(=O)Nc2ccccc2)CC1)Nc1ccc([N+](=O)[O-])cc1,-8,i
O=C(Oc1cccc2cccnc12)c1ccco1,-12,i
Cc1cc(C)c(NC(=O)COC(=O)CCn2c(C)csc2=O)c(C)c1,-22,i
COC(=O)c1cccc(C(=O)N2CCC(CO)(Cc3ccccc3Cl)CC2)c1,-3,i
C=CCn1c(SCCOc2ccc(OC)cc2)nnc1C(C)NC(=O)Cc1ccc(OC)cc1 (stereo not given),-26,i
